OXTR ag: human OXTR agonists, primary screen, fluorescence, CHO-OTR cells, Fluo-8 calcium; Oxytocin receptor (Homo sapiens), P30559; Fluo-8 calcium fluorescence; normalized: DMSO 0%, oxytocin 100%; activation, % at 3 µM; hit rate 0.32% among 320,000; AID 2435, 2010;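 active = activation above the mean of all tested compounds plus 3 SD, cutoff set per screening run, cut at about 20% in these data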;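 also: peak over basal fluorescence ratio from a 100 s FLIPR kinetic read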
Target sequence (P30559 whole entry, looked up): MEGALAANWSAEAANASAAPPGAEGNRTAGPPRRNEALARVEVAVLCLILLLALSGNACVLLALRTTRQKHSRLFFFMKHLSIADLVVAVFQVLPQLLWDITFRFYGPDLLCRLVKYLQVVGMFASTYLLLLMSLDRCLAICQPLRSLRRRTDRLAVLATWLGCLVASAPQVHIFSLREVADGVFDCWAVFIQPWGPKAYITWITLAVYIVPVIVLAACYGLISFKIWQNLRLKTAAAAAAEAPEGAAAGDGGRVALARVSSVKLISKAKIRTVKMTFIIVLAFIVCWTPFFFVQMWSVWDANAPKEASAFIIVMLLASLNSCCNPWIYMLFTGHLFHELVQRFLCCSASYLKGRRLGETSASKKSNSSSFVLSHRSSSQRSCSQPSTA
The depositor's hits bear a star.

SMILES	OXTR ag
CCOc1ccc(S(=O)(=O)NCCC(=O)NCCc2ccc(C(C)C)cc2)cc1	1.6
CN(Cc1nc2ccccc2c(=O)[nH]1)C(=O)c1cc(C2CC2)nn1-c1ccccc1	-1.4
CCOC(=O)CN[C@H]1CCC2C3CC=C4C[C@@H](O)CC[C@]4(C)C3CC[C@@]21C (stereo not given in full)	4.0
CCCN(C(=O)COC(=O)c1[nH]c(C)c(C(=O)OC)c1C)c1c(N)n(Cc2ccccc2)c(=O)[nH]c1=O	0.0
N#Cc1ccc(C(=O)Nc2cc(C3CC3)nn2-c2ccccc2)cc1	2.7
O=C(NCC(c1cccs1)N1CCOCC1)c1ccc(Cl)nc1 (stereo not given)	1.2
Cc1n[nH]c(=O)c2c(NC(=O)CSc3nn(-c4ccc(F)cc4)c(=S)s3)oc(C)c12	-0.9
COc1ccc([C@H]2CC(=O)C=C(c3ccccc3C(F)(F)F)C2)cc1	1.0
COc1cccc(NC(=O)COC(=O)C2CC3CCCC(C2)C3=O)c1 (stereo not given)	-0.9
CS(=O)(=O)N(CC(=O)N1CCc2ccccc2C1)c1ccccc1F	-0.2
COc1ccc(C2C(C(=O)c3sc(C)nc3C)=C(O)C(=O)N2CCCn2ccnc2)cc1 (stereo not given)	0.1
CC(Sc1nnc(-c2cccs2)n1C1CC1)C(=O)NCC1CCCO1 (stereo not given)	-1.0
COc1cc(NC(C)CCCN)c2ncccc2c1 (stereo not given)	1.6
Cc1ccc(C(=O)NCC(=O)OCC(=O)c2c(N)n(C)c(=O)n(C)c2=O)cc1C	0.1
O=C(CN1C(=O)CNC1=O)Nc1cc(Cl)cc(Cl)c1	1.4
CC(C)(C)OC(=O)N1CCC(CC2CC(c3ccccc3)=NO2)(C(=O)NCc2ccccc2)CC1 (stereo not given)	-1.2
CCOC(=O)N1CCN(C(=O)CCNS(=O)(=O)c2ccc(C)c(C)c2)CC1	-1.4
C=CC[C@@H](Cc1ccc(F)cc1)C(=O)OC[C@H]1CCCN1C(=O)[C@@H](CC=C)CC(=O)N(CCO)Cc1ccccc1	0.1
Cc1ccc(C(=O)OCC(=O)c2ccc(CC(=O)N3CCOCC3)s2)cc1C	8.3
Cc1c(NC(=O)C(C)OC(=O)c2ccc(NC(=O)CC#N)cc2)c(=O)n(-c2ccccc2)n1C (stereo not given)	-0.3
CCCCCn1nc(C(=O)N(CCOC)c2c(N)n(CCCC)c(=O)[nH]c2=O)c2ccccc2c1=O	-0.1
CCOc1ccccc1OCCCC(=O)NNC(=O)c1ccc(F)cc1	0.1
CCCNC(=O)c1onc(CSc2ccccc2)c1C(=O)NCCC	-1.9
Cc1cc(C(=O)COC(=O)CC(NC(N)=O)c2ccc(Cl)cc2)c(C)n1C (stereo not given)	1.4
Cc1ccc(NC(=O)Cc2ccsc2)cc1S(=O)(=O)N1CCOCC1	1.2
Following part
SMILES	OXTR ag
CCn1c(C)nc2cc(C(=O)NNC(=O)[C@@H](NC(=O)c3cc(OC)cc(OC)c3)C(C)C)ccc21	0.3
CCCCn1c(N)c(N(CCC(C)C)C(=O)c2oc3ccc(OCC)cc3c2C)c(=O)[nH]c1=O	-0.3
CC(C)=CCC/C(C)=C/CC/C(C)=C/COc1ccc2ccc(=O)oc2c1	3.8
C[C@H](CO)N1C[C@H](C)[C@@H](CN(C)S(=O)(=O)c2cn(C)cn2)Oc2ccc(NC(=O)NC3CCCCC3)cc2C1=O	0.5
O=C(COC(=O)CNC(=O)c1ccccc1)Nc1nnc(-c2ccccc2)o1	-0.3
Cc1ccc(S(=O)(=O)NCCC(=O)Nc2cccc(S(=O)(=O)N3CCCC3)c2)cc1C	0.9
O=C(COc1coc(CN2CCc3ccccc3C2)cc1=O)Nc1ccc(F)cc1F	-0.1
CCCNC(=O)C(Cc1ccccc1)NC(=O)c1ccc(C(C)(C)C)cc1 (stereo not given)	-1.6
COc1ccc(NC(=O)CN(C)C(=O)CCCSc2nc3ccccc3[nH]2)cc1	-1.3
COCCCNC(=O)c1cccc(S(=O)(=O)N2CC3(C)CC2CC(C)(C)C3)c1 (stereo not given)	-0.8
Cc1cccn2c(=O)nc(SCC(=O)NCc3ccc4c(c3)OCO4)nc12	-1.0
COCCN(C(=O)CCN1C(=O)C2CC=CCC2C1=O)c1c(N)n(CC(C)C)c(=O)[nH]c1=O (stereo not given)	0.8
Cc1cc(C(=O)CN2C(=O)c3ccccc3S2(=O)=O)c(C)n1C(C)C	1.8
O=C(C1COc2ccccc2O1)N1CCN(c2nc3ccc([N+](=O)[O-])cc3s2)CC1 (stereo not given)	4.7
Cc1ccc(S(=O)(=O)N2[C@@H](c3ccc(Br)cc3)C(C(=O)O)=CC[C@H]2c2ccc(C(C)C)cc2)cc1	6.5
Cc1ccc(S(=O)(=O)Nc2ccc3c(c2)CC(=O)N([C@H](C)CO)C[C@H](C)[C@H](CN(C)Cc2ccc4c(c2)OCO4)O3)cc1	-0.2
COc1ccc(Br)cc1CN(C)CC(=O)Nc1cccc(S(=O)(=O)N2CCCC2)c1	-1.7
COc1ccc(-c2c(C#Cc3ccsc3)c3cc(-c4ccc(OC)nc4)ccc3n2C)cc1	0.5
Cc1cc(C)n2nc(C(=O)OCC(=O)Nc3ccc(F)cc3F)nc2n1	-1.1
COc1ccccc1C(=O)NCC(=O)NCCC(c1ccccc1)c1ccccc1	-2.3
COc1cc(NCc2ccccc2)c2ncn(C(C)C)c2c1	1.4
CC[N+](CC)(CC)CCC(O)(c1ccccc1)C1CCCCC1 (stereo not given)	-0.5
CC(C)n1cnnc1SCC(=O)Nc1cccnc1Cl	1.5
Nn1cnnc1SCC(=O)N1CCc2ccccc2C1	1.0
CC[C@H](C)Cc1cn([C@@H](CCCN=C(N)N)C(=O)NCCCCCCCCCCC(=O)N2CCNCC2)nn1	-0.9
(next part)
SMILES	OXTR ag
Cc1sc2nc(CN3CCOCC3)nc(NS(=O)(=O)c3cc(Cl)ccc3Cl)c2c1C	1.2
O=C(Nc1ccc2c(c1)OCO2)C1CC1(Cl)Cl (stereo not given)	0.0
CCC(=O)c1ccc(OCC(=O)OCC(=O)NCCC2=CCCCC2)cc1	-1.4
COc1cc(C(=O)NCC(=O)NCCN2C(=O)S/C(=C\c3ccc4c(c3)OCO4)C2=O)cc(OC)c1OC	1.1
O=S(=O)(c1ccc(F)c(F)c1F)N1CCN(c2ncnc3sccc23)CC1	15
COc1cccc(CNC(=O)COC(=O)C2CC3CCCC(C2)C3=O)c1 (stereo not given)	-0.2
CC1CCCC(C)N1C(=O)CN1C(=O)c2ccccc2S1(=O)=O (stereo not given)	0.4
O=C(COC(=O)/C=C/c1ccc(C(F)(F)F)cc1)NC(=O)NCc1ccco1	-0.6
O=S(=O)(NCCNS(=O)(=O)c1c(F)cccc1F)c1ccc2c(c1)OCCO2	1.0
Cc1cccnc1NC(=O)CSc1ncnc2sc(C)c(C)c12	-0.1
O=C(Nc1cc(S(=O)(=O)N2CCOCC2)ccc1O)c1ccc(S(=O)(=O)N2CCCCC2)cc1	0.5
C[C@H]1CN([C@@H](C)CO)C(=O)c2cccc(NC(=O)c3cnccn3)c2O[C@@H]1CN(C)C(=O)Nc1ccc2c(c1)OCO2	2.2
Cc1ccc(S(=O)(=O)N(Cc2cccc(F)c2)C(=O)N2CCN(C)CC2)cc1	0.1
COc1ccc(NC(=O)CN(C)C(=O)/C=C/c2cn(-c3ccccc3)nc2-c2ccc(F)cc2)cc1	-0.4
O=C(COC(=O)c1ccc(F)cc1F)NCCC1=CCCCC1	-1.7
Cc1ccc(C(C)C)cc1OCC(=O)Nc1nnc(C2CC2)s1	0.0
O=C(COC(=O)Cc1ccc(Br)cc1)Nc1ccc(N2CCOCC2)cc1	8.6
CCCCN(C(=O)CSc1nc2ccccc2n1CC)C1CCS(=O)(=O)C1 (stereo not given)	-0.5
CCCc1cc(=O)[nH]c(SCC(=O)Nc2ccc(Cl)c(S(=O)(=O)N3CCOCC3)c2)n1	-0.2
O=C(COC(=O)C1CCC1)Nc1cccc(S(=O)(=O)N2CCOCC2)c1	0.3
Cc1nnc(NC(=O)CN2C(=O)NC3(CCCC3)C2=O)s1	0.7
O=C(CNC(=O)c1ccc(Cl)cc1Cl)OCn1nnc2ccccc2c1=O	-1.7
CCCCn1c(SCC(=O)Nc2oc(C)c3c(C)n[nH]c(=O)c23)nc2cc(S(N)(=O)=O)ccc21	0.0
O=C(NNC(=O)c1ccc2c(=O)n3c(nc2c1)CCC3)c1ccc(Cl)cc1	0.2
CCN(CC(=O)Nc1ccc(NC(C)=O)cc1)C(=O)/C=C/c1ccc([N+](=O)[O-])cc1	0.9
Remaining list, next part
SMILES	OXTR ag
O=C(c1ccc(-n2cncn2)c([N+](=O)[O-])c1)N1CCN(S(=O)(=O)c2ccc(F)c(F)c2)CC1	0.7
Cc1ccc(OCCC(=O)OCC(=O)Nc2c(C)nn(-c3ccccc3)c2C)cc1	0.4
C=CCSc1nnc(NC(=O)C2CSC3(C)CCC(=O)N23)s1 (stereo not given)	1.6
COc1cc(C(=O)OCC(=O)Nc2cccc(S(=O)(=O)N3CCCC3)c2)ccc1OCC(C)C	-1.5
Cc1ccc(-c2cc(C(=O)N3CC(C)OC(C)C3)c3ccccc3n2)o1 (stereo not given)	-1.0
O=C(CN1CCN(S(=O)(=O)c2cccc(F)c2)CC1)NCC1(N2CCOCC2)CCCCC1	-0.4
COc1ccc(S(=O)(=O)N2CCC(C(=O)Nc3cc(Cl)ccc3N3CCOCC3)CC2)cc1OC	-1.4
O=C(c1ccco1)N1CCN(C(=O)c2cn(-c3ccccc3)nc2-c2ccccc2)CC1	-0.5
O=C(COC(=O)c1cc(Cl)nc(Cl)c1)Nc1ccc(Cl)c(S(=O)(=O)N2CCOCC2)c1	1.6
N#Cc1ccc(OCC(=O)Nc2nc(-c3cccnc3)cs2)cc1	2.0
CCOC(=O)C1=C(COC(=O)CCOc2ccc(C)cc2)NC(=O)NC1C (stereo not given)	0.1
COc1cc(NC(=O)COC(=O)CO/N=C(\C)c2ccc3c(c2)OCO3)cc(OC)c1	0.6
CC1(C)CC(=O)C=C(Nc2cccc(C(F)(F)F)c2)C1	-2.0
C[C@H](CO)N1C[C@H](C)[C@@H](CN(C)Cc2ccc3c(c2)OCO3)Oc2c(NS(=O)(=O)c3cn(C)cn3)cccc2C1=O	0.4
O=C(NCc1ccc(Cl)cc1)C(=O)NCC1CCCN1S(=O)(=O)c1cccs1 (stereo not given)	0.2
COc1ccc(S(=O)(=O)N2CCN(C(=O)c3sccc3-c3ccccc3)CC2)cc1	-1.0
CCOc1ccc(-c2c(=O)n(OCc3ccc([N+](=O)[O-])cc3)c3ccccc3[n+]2[O-])c(OCC)c1	0.4
COc1ccc([C@@H]2CC=C(C(=O)O)[C@H](c3ccc(Br)cc3)N2S(=O)(=O)c2ccc(C)cc2)cc1OC	1.8
Cc1ccc(NC(=O)CSCC(=O)OCc2cc(=O)oc3cc(O)ccc23)c(C)c1	-0.9
Cc1ccc(N(CCC#N)C(=O)COC(=O)c2cc(C)no2)cc1	0.7
Cc1ccc(C)c(OCCC(=O)N2CCN(S(=O)(=O)c3ccc([N+](=O)[O-])cc3)CC2)c1	3.5
Cc1cccc(NC(=O)c2cccc(S(=O)(=O)N3CCCC3)c2)n1	-1.2
Cc1cc(C)c(NC(=O)CSCc2nc3sc(C)c(C)c3c(=O)[nH]2)c(Cl)c1	-2.0
COc1cccc(NC(=O)CN(C)C(=O)Cc2n[nH]c(=O)c3ccccc23)c1	-1.2
CC(=O)Nc1ccc(NC(=O)C(C)Sc2nc3ccccc3c(=O)n2CC2CCCO2)cc1 (stereo not given)	0.7
Additional entries follow:
SMILES	OXTR ag
Cc1cccc(C)c1NC(=O)c1ccc(N2CCCC2=O)cc1	0.5
COc1cccc(CNc2ccc(S(=O)(=O)N3CCN(C)CC3)cn2)c1	1.4
Cc1ccc(S(=O)(=O)NCCC(=O)NNC(=O)COc2ccc(Br)cc2)cc1C	-1.2
Cc1noc(C)c1C(=O)OC(C)C(=O)N1CCc2ccccc21 (stereo not given)	1.1
CCOC(=O)Cc1cn(C(=O)OC(C)(C)C)c2ccccc12	-1.9
CSCCC(NC(=O)c1ccco1)C(=O)NCC(c1ccco1)N1CCCCC1 (stereo not given)	0.4
CC(OC(=O)CNC(=O)c1ccc(Br)cc1)C(=O)NC1CCCCC1C (stereo not given)	2.8
O=C(CN1C(=O)NC2(CCCCC2)C1=O)NCCCSc1ccccc1	-0.1
C[C@@H]1CN([C@H](C)CO)C(=O)c2cc(NC(=O)Nc3ccc(C(F)(F)F)cc3)ccc2O[C@H]1CN(C)S(=O)(=O)c1cccs1	2.2
Cc1ccc(S(=O)(=O)N2CCCCC2)cc1C(=O)N(C)CC(=O)Nc1cccc(F)c1	1.4

Arranged by molar mass (highest first): part of the list above.
SMILES	OXTR ag
C[C@@H]1CN([C@H](C)CO)C(=O)c2cc(NC(=O)Nc3ccc(C(F)(F)F)cc3)ccc2O[C@H]1CN(C)S(=O)(=O)c1cccs1	2.2
COc1ccc([C@@H]2CC=C(C(=O)O)[C@H](c3ccc(Br)cc3)N2S(=O)(=O)c2ccc(C)cc2)cc1OC	1.8
Cc1ccc(S(=O)(=O)NCCC(=O)NNC(=O)COc2ccc(Br)cc2)cc1C	-1.2
CC(=O)Nc1ccc(NC(=O)C(C)Sc2nc3ccccc3c(=O)n2CC2CCCO2)cc1 (stereo not given)	0.7
Cc1ccc(C)c(OCCC(=O)N2CCN(S(=O)(=O)c3ccc([N+](=O)[O-])cc3)CC2)c1	3.5
Cc1ccc(NC(=O)CSCC(=O)OCc2cc(=O)oc3cc(O)ccc23)c(C)c1	-0.9
Cc1cc(C)c(NC(=O)CSCc2nc3sc(C)c(C)c3c(=O)[nH]2)c(Cl)c1	-2.0
CSCCC(NC(=O)c1ccco1)C(=O)NCC(c1ccco1)N1CCCCC1 (stereo not given)	0.4
COc1cccc(NC(=O)CN(C)C(=O)Cc2n[nH]c(=O)c3ccccc23)c1	-1.2
COc1cccc(CNc2ccc(S(=O)(=O)N3CCN(C)CC3)cn2)c1	1.4
O=C(CN1C(=O)NC2(CCCCC2)C1=O)NCCCSc1ccccc1	-0.1
Cc1ccc(N(CCC#N)C(=O)COC(=O)c2cc(C)no2)cc1	0.7
Cc1noc(C)c1C(=O)OC(C)C(=O)N1CCc2ccccc21 (stereo not given)	1.1
Cc1cccc(C)c1NC(=O)c1ccc(N2CCCC2=O)cc1	0.5
CCOC(=O)Cc1cn(C(=O)OC(C)(C)C)c2ccccc12	-1.9

Screens as filed in PubChem.

The list is partial; rates above refer to the full screens.
